All columns: NCI-60 one-dose screen, growth in % after 48 h at 10 µM unless noted; 100 = growth as untreated, 0 = no growth, -100 = all killed.
MCF7: MCF7 breast cancer; 6.3% of 82,000 active
SR: SR leukemia cells; AID 1794780; 8.7% of 73,000 active
MDA-MB-468: MDA-MB-468 breast cancer; AID 2202374; 8.5% of 78,000 active
MOLT-4: MOLT-4 leukemia cells | 6.9% of 80,000 active
RPMI-8226: RPMI-8226 leukemia cells | 7.5% of 77,000 active | AID 1794781
K-562: K-562 leukemia | AID 1794777 | 7.4% of 78,000 active
MDA-MB-435: MDA-MB-435 melanoma | 7.8% of 82,000 active
MDA-MB-231: MDA-MB-231 breast cancer; 5% of 81,000 active
The depositor's hits bear a star; . = not tested or not shown; & = joins results of further samples; ! = repeats disagree. How the source made its calls: active means growth percent below 10; inactive means the rest.

Values run as follows: MCF7	SR	MDA-MB-468	MOLT-4	RPMI-8226	K-562	MDA-MB-435	MDA-MB-231
C=C(c1cc(F)c(C(=O)O)c(F)c1)c1cc2c(cc1C)C(C)(C)CCC2(C)C
    65.5	86.0	100.8	93.9	53.5	97.0	89.3	92.3
CC(C)NCCCNc1ccnc2cc(Cl)ccc12
    98.3	42.3	98.8	84.9	101.2	88.9	104.3	76.1
COc1ccc(CC(C)=C(c2ccc(OCCN3CCCC3)cc2)c2ccc(OCCN3CCCC3)cc2)cc1
    -80.0*	-34.0*	-85.2*	-60.3*	-21.7*	1.4*	-76.4*	-83.9*
CCN(CC)CC(=O)Nc1nccs1
    93.2	86.6	115.2	76.1	101.6	100.6	99.4	111.2
COc1cc(C=O)ccc1Oc1nc(Nc2ccc(F)cc2)nc(N(C)C)n1
    45.4&53.2	6.2*!	53.5&36.4	23.8&73.1	67.0&60.0	35.2&55.6	88.1&71.1	76.2&90.1
CC(C)OC(=O)Nc1c(C(C)C)cccc1C(C)C
    92.8	91.3	92.4	94.8	99.0	104.7	114.8	104.3
N#Cc1c(-c2ccc(F)cc2)nc(SCc2ccc(F)cc2)nc1N1CCN(c2ccccc2)CC1
    75.2	.	98.2	87.6	77.7	87.5	96.4	.
COc1ccc(C)cc1NC(=O)CC(C)=O
    114.9	99.6	.	105.4	97.5	107.1	116.2	98.9
COc1ccc(Nc2ncnc3sc4c(c23)CCN(Cc2ccccc2)C4)cc1
    53.4	82.9	56.6	62.4	62.1	45.3	82.1	87.5
COc1ccc(CCC(N)c2ccc(OC)cc2)cc1 (stereo not given)
    94.4	90.1	89.2	85.1	101.4	85.1	98.3	84.9
COc1cc(-c2cc(/C=C3\CCCCC3=O)[nH]n2)cc(OC)c1OC
    92.5	49.2	85.2	82.0	86.4	79.4	102.2	94.6
CCCCC(O)(CCCC)CCCC
    94.8	101.4	93.9	107.6	94.8	110.4	112.2	.
Cc1cc(N=Nc2ccc(-c3ccc(N=Nc4c(S(=O)(=O)O)cc5cc(S(=O)(=O)O)c(N=Nc6ccccc6)c(O)c5c4N)cc3)cc2)c(N)cc1N
    94.3	97.9	125.4	105.7	96.5	106.2	107.8	103.6
O=P(O)(O)c1ncc(-c2ccc(C(F)(F)F)cc2)c(NC2CCCCCC2)n1
    88.4	96.8	51.4	83.2	33.1	60.9	86.5	109.6
O=C(O)CN1CCc2c(sc3ncnc(N/N=C/c4ccccc4Br)c23)C1
    96.4	106.1	102.5	101.6	.	97.3	98.0	112.2
Cn1cc(-c2nc(-c3cn(C)c4c(Cl)nccc34)cs2)c2ccccc21
    90.6	54.4	60.8	72.2	73.2	75.8	93.1	93.5
C=C(C)[C@@H]1CC[C@]2(C)[C@H](CC[C@@H]3[C@@H]([C@@](C)(O)CCC=C(C)C)CC[C@]32C)[C@@]1(C)CCC(=O)OC
    98.5	52.0	86.8	104.3	92.0	101.7	96.8	111.7
COc1cc2nc(-c3ccco3)cc(OCCCN3CCC(O)CC3)c2cc1OC
    25.0	22.1	64.0	32.4	81.5	30.3	60.7	49.8
CCOC(=O)C1=NCCNC1=O
    90.8	110.7	95.3	102.9	106.9	101.7	99.3	107.8
CCn1c(-c2cncc(CO)c2)nnc1N1CC(C)OC(C)(C)C1 (stereo not given)
    99.3	102.2	100.5	105.0	100.0	100.6	101.2	104.2

A second format for four compounds above.
Compound: O=C(O)CN1CCc2c(sc3ncnc(N/N=C/c4ccccc4Br)c23)C1
  MCF7: 96.4
  SR: 106.1
  MDA-MB-468: 102.5
  MOLT-4: 101.6
  RPMI-8226: .
  K-562: 97.3
  MDA-MB-435: 98.0
  MDA-MB-231: 112.2
Compound: Cn1cc(-c2nc(-c3cn(C)c4c(Cl)nccc34)cs2)c2ccccc21
  MCF7: 90.6
  SR: 54.4
  MDA-MB-468: 60.8
  MOLT-4: 72.2
  RPMI-8226: 73.2
  K-562: 75.8
  MDA-MB-435: 93.1
  MDA-MB-231: 93.5
Compound: C=C(C)[C@@H]1CC[C@]2(C)[C@H](CC[C@@H]3[C@@H]([C@@](C)(O)CCC=C(C)C)CC[C@]32C)[C@@]1(C)CCC(=O)OC
  MCF7: 98.5
  SR: 52.0
  MDA-MB-468: 86.8
  MOLT-4: 104.3
  RPMI-8226: 92.0
  K-562: 101.7
  MDA-MB-435: 96.8
  MDA-MB-231: 111.7
Compound: COc1cc2nc(-c3ccco3)cc(OCCCN3CCC(O)CC3)c2cc1OC
  MCF7: 25.0
  SR: 22.1
  MDA-MB-468: 64.0
  MOLT-4: 32.4
  RPMI-8226: 81.5
  K-562: 30.3
  MDA-MB-435: 60.7
  MDA-MB-231: 49.8

More compounds:
Values run as follows: MCF7	SR	MDA-MB-468	MOLT-4	RPMI-8226	K-562	MDA-MB-435	MDA-MB-231
COC(=O)/C=C/c1cc(O)c2c(c1)C(C(=O)OC)C(c1ccc(O)c(O)c1)O2 (stereo not given)
    13.7&15.1	5.5*!	17.6&27.3	21.7&17.8	34.4&36.0	9.7*	-26.0*	18.0&13.5
COc1cc(NC(=O)c2nc(-c3ccccc3)n(-c3cccc4ccccc34)n2)cc(OC)c1OC
    64.3	64.3	90.5	67.4	66.7	80.7	92.9	49.0
O=[N+]([O-])c1ccc(N/N=C(\Cc2ccccc2)c2ccccc2)c([N+](=O)[O-])c1
    99.5	75.8	96.4	88.6	106.1	102.2	100.3	92.2
CN(N=O)c1ccc(/C=C2\C=Cc3ccccc32)cc1
    47.9	107.8	66.7	92.5	96.0	96.2	106.4	71.3
CCOC(=O)/C(=C\c1ccc(OC)cc1)C(C)=O
    94.0	94.3	80.5	107.4	108.9	108.5	93.9	101.1
C[C@@H]1O[C@H](/C=C\c2ccc(Br)cc2)[C@@H](O)[C@H]1O
    102.6	.	107.7	86.9	100.6	93.2	103.4	101.9
Cc1nnc(/N=C2\NC(=O)/C(=C/c3c(F)c(F)c(F)c(F)c3F)S2)s1
    77.1	84.4	72.1	100.1	63.8	89.0	99.3	108.0
COc1ccc(/C=C(\C#N)n2nnc3c(F)cccc32)cc1
    18.8	.	-7.4*	14.4	17.9	12.1	-78.4*	21.0
COc1cccc(Cn2cc(C(=O)Nc3cccnc3Nc3ccc(OC)c(OC)c3)nn2)c1
    89.4	84.8	100.8	93.5	99.3	95.3	107.1	92.4
CCCN(CCC)C(=O)SCC
    102.2	107.0	97.1	101.7	98.7	113.3	92.4	106.6
CC(O)C1OC(O)C2OC(C)(C)OC12 (stereo not given)
    97.9	114.4	97.3	114.0	108.1	110.3	107.7	107.9
COc1cc(-c2ccc(N=Nc3c(O)ccc4ccccc34)c(OC)c2)ccc1N=Nc1ccc2c(S(=O)(=O)O)cc(S(=O)(=O)O)c(N)c2c1O
    100.1&89.7	82.2&96.9	110.4&105.0	88.7&97.9	100.6&96.7	83.9&90.3	107.2&113.5	83.5&79.6
COc1ccc(NC(=O)Cn2c3ccc(Cl)cc3c3ccc([C@H](C)C(=O)O)cc32)cc1
    90.0	69.0	90.2	80.2	87.8	93.3	100.8	90.5
COc1ccc(C(=O)C[n+]2cc3ccccc3cc2C)cc1
    88.4	128.9	103.1	114.5	96.4	131.6	100.6	135.1
NC(=O)C1=C(N)c2ccccc2C1c1ccccc1 (stereo not given)
    106.0	105.2	103.5	104.1	100.4	104.8	101.0	111.1
Nc1nn2c(-c3cc4cc(Br)ccc4oc3=O)ccnc2c1N=Nc1ccc(Cl)cc1
    83.2	77.4	94.3	110.4	115.6	109.9	116.4	47.8
CCOC(=O)c1cc(-c2nc3ccccc3s2)c(=O)n(NS(=O)(=O)c2ccc(C)cc2)c1N
    99.2	98.4	112.0	100.3	94.6	96.4	101.3	91.2
CCCS(=O)(=O)OCCO[C@H]1Cc2cc3ccc(=O)oc3cc2OC1(C)C
    90.8	124.6	98.9	109.6	114.7	.	105.0	114.7
COc1ccc(OC)c(/C(C)=N/NC(=O)CSc2nc3ccccc3c(=O)n2CCc2ccc(S(N)(=O)=O)cc2)c1
    97.2	95.6	76.3	98.1	90.5	97.8	99.3	97.5
Cn1c(=O)c2[nH]c(Cc3ccsc3)nc2n(C)c1=O
    91.8	.	106.7	.	96.8	.	108.4	99.7

Filtered by structure: the entries above containing a Cl atom
Values run as follows: MCF7	SR	MDA-MB-468	MOLT-4	RPMI-8226	K-562	MDA-MB-435	MDA-MB-231
CC(C)NCCCNc1ccnc2cc(Cl)ccc12
    98.3	42.3	98.8	84.9	101.2	88.9	104.3	76.1
Cn1cc(-c2nc(-c3cn(C)c4c(Cl)nccc34)cs2)c2ccccc21
    90.6	54.4	60.8	72.2	73.2	75.8	93.1	93.5
COc1ccc(NC(=O)Cn2c3ccc(Cl)cc3c3ccc([C@H](C)C(=O)O)cc32)cc1
    90.0	69.0	90.2	80.2	87.8	93.3	100.8	90.5
Nc1nn2c(-c3cc4cc(Br)ccc4oc3=O)ccnc2c1N=Nc1ccc(Cl)cc1
    83.2	77.4	94.3	110.4	115.6	109.9	116.4	47.8

Later entries
Values run as follows: MCF7	SR	MDA-MB-468	MOLT-4	RPMI-8226	K-562	MDA-MB-435	MDA-MB-231
COc1c(/C=N\NC(=S)SCc2ccccc2)c(O)cc2oc(C)cc(=O)c12
    75.1	41.7	63.9	55.5	39.2	69.8	61.9	72.5
O=C(Nc1ccc(Br)cc1F)c1cc(F)ccc1O
    3.4*	.	-0.9*	0.3*	-28.9*	8.7*	-1.3*	-25.5*
COc1cc(C(N)=O)c(OC)c2c1OCO2
    111.5	88.7	108.0	95.4	99.0	102.1	114.0	85.7
O=C(Nc1ncc(Cc2cc(C(F)(F)F)ccc2Cl)s1)C1=NCCCN1
    88.2	94.9	93.0	100.1	92.8	86.7	98.9	104.3
CS(=O)(=O)OCCC(=O)N1CCN(C(=O)CCOS(C)(=O)=O)CC1
    91.7	127.5	99.0	117.4	99.9	105.9	.	111.4
Clc1ccc(-c2nocc2-c2c[nH]c3ccccc23)cc1
    65.4	92.1	99.0	80.9	.	97.5	94.3	90.2
CCCSc1nnc(-c2c(C)nc3ccc(Br)cn23)o1
    39.8	.	49.1	90.3	91.7	97.0	102.5	64.9
O=C1NC(c2ccc(Cl)c(Cl)c2)=C/C1=C/c1ccc([N+](=O)[O-])cc1
    99.6	115.8	105.0	105.8	112.2	108.0	105.2	91.8
Clc1ccc(/C=C/c2nc(Nc3ccc(Cl)cc3)c3ccccc3n2)cc1
    80.9	103.9	109.5	98.2	.	102.6	109.1	93.7
C/C(Cc1ccc(Cl)cc1)=C(/c1ccc(Cl)cc1)c1ccc(OCCN2CCCC2)cc1
    31.0	9.3*	66.1	59.7	48.3	15.2	82.0	89.2
COc1ccc(-c2cc(=O)c3c(C)cc(O)cc3o2)cc1OC
    87.4	.	92.3	73.3	82.2	83.3	91.5	75.9
Nc1cccc(SC(CC(=O)c2ccc(-c3ccccc3)cc2)c2ccco2)c1 (stereo not given)
    33.4	101.4	91.3	87.9	90.7	94.7	112.2	91.2
O=c1c(-c2nnc(SCc3ccccc3)o2)cnc2nc[nH]n12
    119.6	86.3	95.9	87.7	97.2	105.3	103.3	106.4
CC(=O)CCC(C#N)(C#N)C(C#N)(C#N)CCC(C)=O
    101.6	108.3	107.6	103.2	108.3	101.2	96.6	111.8
C#CCN=C[C@]12CCC(C)(C)C[C@H]1C1=CC[C@@H]3[C@@]4(C)CCC(=O)C(C)(C)[C@@H]4CC[C@@]3(C)[C@]1(C)CC2
    94.2	87.0	91.3	84.0	89.6	80.6	100.8	102.7
O=C(O)CCCn1c(SCc2c(Cl)cccc2Cl)nc2ccsc2c1=O
    20.6	9.9*	-4.8*	21.7	19.2	9.3*	-58.4*	42.0
COc1ccc(C2CC(c3ccc4ccccc4c3)=NN2c2nc(O)c(C3=c4cc(Cl)ccc4=NC3=O)s2)cc1 (stereo not given)
    -22.4*	-34.4*	-73.9*	-21.5*	-3.6*	-27.2*	-64.6*	-38.6*
CN1CCN(CCCn2c(=O)c3sc4ncccc4c3n3nnc(-c4ccccc4)c23)CC1
    5.3*	-38.0*	-62.0*	-20.0*	-2.7*	-32.5*	-75.8*	-45.5*
O=S(=O)(Cl)c1ccccc1Cl
    96.4	90.1	104.0	90.9	100.1	94.0	101.5	101.3
Cc1nc2ccccc2c(/C=C/c2ccc(Cl)cc2)c1C(=O)/C=C/c1ccc(F)cc1
    17.6	.	-16.5*	4.0*	-25.1*	5.5*	-21.3*	1.7*
O=C(NNC(=O)N1c2ccccc2C=Cc2ccccc21)c1ccccc1
    95.6	96.6	98.9	102.3	103.7	100.6	103.5	110.9
O=C1S/C(=C\c2ccc(Cl)cc2)C(=O)N1Cc1cc(=O)oc2ccc(Cl)cc12
    89.8	85.0	114.6	96.2	102.5	85.5	110.7	103.1
CC(C)Sc1nc(Oc2ccccc2/C=C2/SC(=O)NC2=O)c(C#N)c(-c2ccc(F)cc2)n1
    95.5	92.0	98.0	92.0	90.6	78.4	102.8	95.8
Cc1nc(N)sc1C(=O)Nc1ccc(F)cc1
    98.8	127.6	91.4	129.0	.	125.1	124.8	98.6
Cn1c(=O)c2[nH]c(CCC3CCCCC3)nc2n(C)c1=O
    91.5	98.8	90.9	96.2	84.0	92.4	102.0	93.9
O=C(Cn1cc(Cn2c(=O)c(-c3nc4ccccc4[nH]3)cc3ccccc32)nn1)Nc1ccccc1
    96.7	.	82.8	95.3	82.3	90.0	113.1	97.9
COC(=O)c1ccccc1N=NC(C#N)C(N)=O (stereo not given)
    93.1	99.6	103.2	99.0	108.2	110.0	104.0	104.4
O=C(Nc1ccc(C(=O)/C=C/c2ccc(N3CCCC3)cc2)cc1)Nc1ccc([N+](=O)[O-])cc1
    97.3	91.0	121.8	82.1	103.3	98.1	100.1	103.6
Cc1cc(C(=O)O)cc(C)c1N
    91.0	97.9	94.2	98.6	107.8	98.6	102.4	107.3
O=C(Cn1c(=O)[nH]c2ccccc2c1=O)N1CCCCC1
    98.5	107.3	91.8	103.7	92.1	102.7	106.0	101.2
